# From PubChem
# Growth percent in the NCI-60 one-dose screen (48 h, 10 µM unless noted): 100 = growth as untreated, 0 = no growth, -100 = all killed.
# SNB-19 – SNB-19 CNS cancer cells; AID 1794751; actives 2.5% (n = 81,000)
# SNB-75 – SNB-75 CNS cancer; actives 5% (n = 79,000); AID 1794750
# HCC-2998 – HCC-2998 colon cancer; actives 4.7% (n = 79,000)
# SW-620 – SW-620 colon cancer; AID 1794795; actives 5.2% (n = 82,000)
# HCT-116 – HCT-116 colon cancer; AID 1794798; actives 7.3% (n = 82,000)
# KM12 – KM12 colon cancer cells; actives 5% (n = 82,000); AID 1794800
# HT29 – HT29 colon cancer | actives 7.4% (n = 81,000)
# HCT-15 – HCT-15 colon cancer; actives 5.2% (n = 82,000); AID 1794746
# SF-268 – SF-268 CNS cancer cells | actives 3.1% (n = 82,000) | AID 1794759
# Active calls of the source: *; x = not tested or not shown; & = joins results of further samples; ! = a repeat was not active. Rule for the calls: active = growth percent below 10; inactive = the rest.
SMILES,SNB-19,SNB-75,HCC-2998,SW-620,HCT-116,KM12,HT29,HCT-15,SF-268
CCOC(=O)c1c(NC(C)=O)sc2c1CCC(=O)C2=O,101,97,114,105,104,101,110,99,101
O=C1OC(=O)C2C3CCC(O3)C12 (stereo not drawn),100,104&81,109&112,109&104,109&97,109&106,104&93,105&104,100&111
CCCC(=O)OC/C=C/c1ccccc1,104,106,157,108,93,109,116,98,99
O=C(CCN1C(=O)c2ccccc2C1=O)c1ccccc1,103,82,102,108,117,103,100,105,96
O=[N+]([O-])c1cc([N+](=O)[O-])c(C(F)(F)F)cc1NN=C(c1ccc(O)cc1)c1ccc(O)cc1,-4.4*,93,-56*,106,-82*,84,92,14,88
CCCCC1(C(OC)OC)NC(=O)N(C)C1=O (stereo not drawn),96,96,85,100,99,113,106,107,99
CN(C)c1nc(-c2ccco2)n2nc(-c3ccco3)cc2n1,99,82,89,93,92,61,97,78,118
Cc1ccc(-c2c(C(=O)NS(=O)(=O)C3CC3)n(Cc3cccc(C(F)(F)F)c3)c3ccccc23)cc1Cl,88,77,94,88,84,60,94,53,83
C=CCOC(=O)Oc1c(C)cc([N+](=O)[O-])cc1[N+](=O)[O-],110,95,101,103,96,110,108,109,104
O=C1OCC/C1=C1/NCCNC1=O,103,78,115,101,118,106,111,99,107
COc1ccc(N2C(=O)c3sc4nc5ccsc5c(=O)n4c3C2=O)c(OC)c1,102,91,104,114,90,103,109,108,118
COc1cc2c(cc1OC)C(Sc1ccc(SC)cc1)c1c(nc(N)c(C#N)c1N)O2 (stereo not drawn),-78*,-54*,-85*,-69*,-87*,-72*,-55*,-71*,-37*
CC(=O)c1sc(Nc2cccc(Nc3nc(C)c(C)s3)c2)nc1C,91,63,80,62,44,60,70,45,71
c1ccc(NCCc2ccccn2)cc1,103,90,122,106,107,108,101,96,99
Nc1nc(NC(=O)Nc2ccc(C(=O)O)cc2)nn1-c1ccc(S(N)(=O)=O)cc1,91,90,107,88,95,90,105,105,95
CCCCCCCCCCCCNc1ncnc2[nH]ncc12,x,105,92,83,53,79,98,85,84
CCCn1cnc2c(c1=N)C(c1ccc(OC)cc1)c1sc3c(CC)cccc3c1O2 (stereo not drawn),22,16,19,28,9.7*,17,5.9*,19,45
CCC(=O)OCc1ccccc1Cl,101,103,102,106,109,101,98,108,100
CNc1nc(SC)n(C)c(=O)c1N=O,95,90,x,105,111,101,101,108,88
N#Cc1c(-c2ccc(Cl)cc2)csc1NC(=O)Nc1ccc(Cl)c(C(F)(F)F)c1,32,36,20,11,-15*,10,1.6*,4.5*,28
Cc1csc[n+]1CCC1CCCCC1,99,97,96,99,91,83,83,102,86
COc1cc(/C=N/NC(=O)c2ccc(C)nc2)cc(OC)c1OC,108,79,106,96,110,98,103,97,104
COc1cccc(C2C(C#N)=C(N)Oc3cc(OCCCCCC[P+](c4ccccc4)(c4ccccc4)c4ccccc4)ccc32)c1 (stereo not drawn),-66*,-71*,-69*,-32*,-81*,-77*,-18*,62,-39*
COc1ccc(/C=C/C(=O)n2nc(-c3ccccc3)nc2-c2ccccc2)c(OC)c1,102,80,115,102,104,111,102,99,101
O=C(O)CCCC(C(=O)O)N1C(=O)CSC1=S (stereo not drawn),94,76,105,103,105,103,110,102,99
COc1ccc(Cn2cc3c(c2-c2ccccc2)CCCc2cnoc2-3)cc1N,94,89,107,93,71,101,87,98,93
COc1ccc([N+](=O)[O-])cc1Nc1n[nH]c(-c2ccccc2)n1,87,30,102,93,91,41,108,87,79
O=C(OC(=O)c1ccccc1)c1ccccc1,105,102,93,112,101,106,99,94,95
CN1CCN(c2ccc(Nc3nc(NCCNS(=O)(=O)c4cccc(Br)c4)c4sccc4n3)cc2)CC1,95,71,97,100,63,97,74,61,70
C/C(=C(/c1ccc(Cl)cc1)c1ccc(OCCN2CCOCC2)cc1)c1ccccc1,100,93,93,83,69,89,38,84,96
C#CC(=O)O,111,95,104,107,101,103,95,105,99
N#C/C(=C\c1ccccc1Cl)c1ccccc1,92,100,99,93,97,98,99,106,95
CNC(C)[C@H]1CCC2C3CC=C4C(=O)[C@@H](NC(=O)C=C(C)C)CC[C@]4(C)C3CC[C@@]21C (stereo partly drawn),53,22,-6.4*,-52*,-30*,10,-52*,-54*,-16*
CCCCCCCCOc1ccc(/C=C/C(=O)c2ccc(OC)cc2)cc1,102,112,107,98,73,96,94,94,105
CS(=O)(=O)c1ccc(C(=O)N/N=C/c2ccc3c(c2)OCO3)cc1,98,94,93,105,98,96,89,100,104
CCOC(=O)/C(C)=N\Nc1ccc(Cl)cc1,98,91,101,99,79,73,81,100,94
CCCn1c(O)c(N=Nc2ccc(S(N)(=O)=O)cc2)c2cc(Cl)ccc21,100,94,114,102,109,107,106,103,105
O=C(Nc1ccc(Oc2ccc(F)cc2)c(Cl)c1)c1cnccn1,64,48,76,37,59,28,24,48,72
CCCC1CCNCC1,105,103,117,106,114,107,109,106,113
CSC1=Nc2c(c(C)c(-c3ccccc3)n2CCCC(=O)O)C2=NC(=O)CN12,104,83,106,94,96,100,97,95,96
COc1ccc(NC(=O)n2c(=O)cc(C)c3ccc(O)cc32)cc1,99,86,96,98,89,117,111,114,96
COc1cc2cc(Sc3ccc(NC(=O)c4ccccc4)cc3)c(C)nc2cc1OC,100,77,106,106,116,106,107,95,93
CCN(CC)CCN1c2ccc(C)cc2Sc2ccc3ccccc3c21,81,43,86,77,44,66,29,45,68
O=C(CCCCC(=O)OCC1CCCO1)OCC1CCCO1 (stereo not drawn),98,93,99,94,99,102,104,100,99
CC(C)CSc1nc(NNC(N)=S)c(C#N)c(-c2ccccc2)n1,103,x,100,96,95,84,109,98,92
Cc1c2c(c(C)c3c1[nH]c1ccccc13)C(=O)N(CCCO)C2=O,90,73,93,102,80,91,56,61,79
NC(=O)C1CCCCC1C(N)=O (stereo not drawn),108,69,118,110,108,114,105,98,109
CC(C)(C)CC(C)(C)c1ccc(OCCOc2ccc(C(N)=O)cc2[N+](=O)[O-])cc1,103,96,102,105,76,90,x,88,100
COc1ccc(-c2cc(-c3ccc(Cl)cc3)nc(SCCCC(=O)NO)n2)cc1,13,-6.0*,-10*,14,8.4*,18,13,15,2.1*
CCCCC(CC)CCC(C)OC(=O)c1ccccc1Cl (stereo not drawn),107,99,106,106,105,111,x,106,104
N=c1o[n-][n+](-c2ccccc2)c1-c1ccccc1,x,163,110,84,58,145,138,93,204
Cc1ccc(NC(=O)N=Nc2c(O)[nH]c3ccccc23)cc1,88,95,105,85,87,93,109,86,97
COc1cc(C)ccc1Oc1nc(Nc2ccc(N3CCOCC3)cc2)ncc1NC(=O)Nc1cc(Cl)cc(Cl)c1,85,73,89,84,69,72,93,83,90
CCOC(=O)c1nc2c3ccccc3cnn2c1C(=O)c1ccc(Br)cc1,95,96,100,101,87,99,91,108,103
Cc1ccc(-c2cc(-c3ccc(F)cc3)[nH]c(=O)c2C#N)s1,94,76,115,94,81,98,121,101,86
COc1ccc(/C(C)=N/N=C2C(=O)Nc3ccccc32)cc1S(N)(=O)=O,x,91,108,101,91,100,96,99,111
CCCCCCCCCCCCCCCCCCCCCC(=O)O,102,86,97,99,93,104,108,93,99
Cc1ccc(-c2nc(SCC(=O)N3CCN(c4cc5c(cc4F)c(=O)c(C(=O)O)cn5C4CC4)CC3)nc(Cl)c2C#N)cc1,95,103,99,103,101,102,103,100,93
CC(O)CCc1ccco1 (stereo not drawn),112,99,103,106,106,107,110,95,109
COc1cc(-c2ccc(/C=N/NC(=O)c3[nH]c4ccc(Br)cc4c3-c3ccccc3)o2)cc(OC)c1OC,52,74,110,x,77,82,96,69,59

# (cont.)
SMILES,SNB-19,SNB-75,HCC-2998,SW-620,HCT-116,KM12,HT29,HCT-15,SF-268
O=C1CCC(c2ccc3ccccc3c2)O1 (stereo not drawn),111,89,105,104,100,104,99,102,103
CC(C)[C@@H]1NC(=O)CNC(=O)[C@H](C)NC(=O)[C@H](Cc2ccc(O)cc2)NC(=O)[C@H](CCCCN)NC1=O,92,74,100,104,96,104,99,94,97
O=C1Nc2ccccc2C12OCCS2 (stereo not drawn),100,63,111,96,99,101,105,108,97
COc1ccc(/C=C(\C(=O)NNS(=O)(=O)c2ccc(C)cc2)c2nc3ccccc3s2)cc1,101,94,101,103,103,102,106,100,100
Cc1ccc(/C=C2/C(=O)/C(=C/c3ccc(C)cc3)C3CCC2N3C)cc1,90,77,103,97,72,93,96,89,98
CCOC(=O)c1c(C)oc2ncnc(Nc3ccc(NC(=O)Nc4ccc(CC)cc4)cc3)c12,98,81,114,113,79,103,103,105,103
Clc1ccc(COc2ccc(Nc3ncnc4sc5c(c34)CCCC5)cc2Cl)cc1,103,100,103,88,102,95,83,105,93
Nc1nonc1-c1nc2ccccc2n1CC(=O)Nc1ccc(OC(F)(F)F)cc1,99,75,133,103,110,116,110,100,124
CCCCCCCCCCCC(=O)N(CCCC)CCCC,101,82,106,95,94,104,103,105,101
Cc1ccc(NC(=O)C23CC(CN4CCN(C)CC4)(C2)C3)cc1Nc1nccc(-c2cccnc2)n1,115,74,106,106,89,97,97,103,99
O=C(CSc1nc2ccccc2[nH]1)NCc1ccccc1,98,75,102,99,107,105,99,105,98
N#Cc1c(N)nc2c(nnn2-c2cccc(C(F)(F)F)c2)c1N,93,83,102,95,97,87,86,86,92
O=C(O)C(c1ccccc1)S(=O)(=O)O (stereo not drawn),101,94,99,108,100,100,107,105,101
O=C(Nc1ccc(Cl)c(Cl)c1)Nc1ccc(Cl)c(Cl)c1,-62*!,-94*!,-96*!,-60*!,4.3*,-96*!,7.5*,-17*!,-81*!
Cc1nc2ccc(Nc3nc(Cl)nc(N4CCOCC4)n3)cc2n1Cc1ccccc1,95,51,0.7*,70,81,96,96,77,77
O=C(COc1ccccc1)N1N=C(c2ccc(Cl)cc2)CC1c1c[nH]c2ccccc12 (stereo not drawn),93,67,103,54,69,74,90,62,72

# Only HCC-2998, for some of the entries so far:
canonical_smiles	HCC-2998
Cc1csc[n+]1CCC1CCCCC1	96
COc1cc(/C=N/NC(=O)c2ccc(C)nc2)cc(OC)c1OC	106

# Compounds from the list above containing four or more nitrogen atoms, in the order listed:
SMILES,SNB-19,SNB-75,HCC-2998,SW-620,HCT-116,KM12,HT29,HCT-15,SF-268
O=[N+]([O-])c1cc([N+](=O)[O-])c(C(F)(F)F)cc1NN=C(c1ccc(O)cc1)c1ccc(O)cc1,-4.4*,93,-56*,106,-82*,84,92,14,88
CN(C)c1nc(-c2ccco2)n2nc(-c3ccco3)cc2n1,99,82,89,93,92,61,97,78,118
COc1cc2c(cc1OC)C(Sc1ccc(SC)cc1)c1c(nc(N)c(C#N)c1N)O2 (stereo not drawn),-78*,-54*,-85*,-69*,-87*,-72*,-55*,-71*,-37*
CC(=O)c1sc(Nc2cccc(Nc3nc(C)c(C)s3)c2)nc1C,91,63,80,62,44,60,70,45,71
Nc1nc(NC(=O)Nc2ccc(C(=O)O)cc2)nn1-c1ccc(S(N)(=O)=O)cc1,91,90,107,88,95,90,105,105,95
CCCCCCCCCCCCNc1ncnc2[nH]ncc12,x,105,92,83,53,79,98,85,84
CNc1nc(SC)n(C)c(=O)c1N=O,95,90,x,105,111,101,101,108,88
COc1ccc([N+](=O)[O-])cc1Nc1n[nH]c(-c2ccccc2)n1,87,30,102,93,91,41,108,87,79
CN1CCN(c2ccc(Nc3nc(NCCNS(=O)(=O)c4cccc(Br)c4)c4sccc4n3)cc2)CC1,95,71,97,100,63,97,74,61,70
CCCn1c(O)c(N=Nc2ccc(S(N)(=O)=O)cc2)c2cc(Cl)ccc21,100,94,114,102,109,107,106,103,105
CSC1=Nc2c(c(C)c(-c3ccccc3)n2CCCC(=O)O)C2=NC(=O)CN12,104,83,106,94,96,100,97,95,96
CC(C)CSc1nc(NNC(N)=S)c(C#N)c(-c2ccccc2)n1,103,x,100,96,95,84,109,98,92
Cc1ccc(NC(=O)N=Nc2c(O)[nH]c3ccccc23)cc1,88,95,105,85,87,93,109,86,97
COc1cc(C)ccc1Oc1nc(Nc2ccc(N3CCOCC3)cc2)ncc1NC(=O)Nc1cc(Cl)cc(Cl)c1,85,73,89,84,69,72,93,83,90
COc1ccc(/C(C)=N/N=C2C(=O)Nc3ccccc32)cc1S(N)(=O)=O,x,91,108,101,91,100,96,99,111
Cc1ccc(-c2nc(SCC(=O)N3CCN(c4cc5c(cc4F)c(=O)c(C(=O)O)cn5C4CC4)CC3)nc(Cl)c2C#N)cc1,95,103,99,103,101,102,103,100,93
CC(C)[C@@H]1NC(=O)CNC(=O)[C@H](C)NC(=O)[C@H](Cc2ccc(O)cc2)NC(=O)[C@H](CCCCN)NC1=O,92,74,100,104,96,104,99,94,97
CCOC(=O)c1c(C)oc2ncnc(Nc3ccc(NC(=O)Nc4ccc(CC)cc4)cc3)c12,98,81,114,113,79,103,103,105,103
Nc1nonc1-c1nc2ccccc2n1CC(=O)Nc1ccc(OC(F)(F)F)cc1,99,75,133,103,110,116,110,100,124
Cc1ccc(NC(=O)C23CC(CN4CCN(C)CC4)(C2)C3)cc1Nc1nccc(-c2cccnc2)n1,115,74,106,106,89,97,97,103,99
N#Cc1c(N)nc2c(nnn2-c2cccc(C(F)(F)F)c2)c1N,93,83,102,95,97,87,86,86,92
Cc1nc2ccc(Nc3nc(Cl)nc(N4CCOCC4)n3)cc2n1Cc1ccccc1,95,51,0.7*,70,81,96,96,77,77
